IL-1B inflam inh: inflammasome signaling inhibition, IL-1 beta readout; AID 743279; activity change, % at 57.5 µM; THP-1 LPS/ATP IL-1B secretion, AlphaLISA, 16 h; active compounds read low; 360,000 tested, 4.7% active; in the data active = activity change below about -50%; inconclusive = mostly about -30% to -49%; note: % is set by controls: 0 for no effect and ±100 for the full control effect
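THP-1 cells pretreated 1 hr with compounds (up to 57.5 uM final), then stimulated with LPS (250 ng/mL final) plus ATP (1.25 mM final); secreted IL-1B measured by AlphaLISA after 16 hr, decreased signal indicating inhibition.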
Nrf2 block: Nrf2 pathway inhibition; Potency, µM (titrated, usually from 46 µM), for the others: top-dose activity change, negative = inhibition, actives largely listed as inhibitors; 360,000 tested, 2.1% active; A549 ARE-Fluc reporter, luciferase luminescence, 18-24 h; AID 504444; note: potency is the fitted concentration of half-maximal effect; % is set by controls: 0 for no effect and ±100 for the full control effect; nearly all actives have a fitted effect of over 60% in size
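Two sequential reads on A549 ARE_Fluc cells exposed to compound for 18-24 h: a CellTiter-Fluor fluorescence read for viability, then a luciferase luminescence read for Nrf2/ARE activity.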
TGFb inhibitor: inhibitors of TGF-b signaling | 410,000 tested, 1.2% active | Potency, µM (highest dose often 46.1 µM), inactives show at the highest dose activity, negative = inhibition, hits mostly inhibitors | HepG2 CAGA-GFP TGF-b/SMAD3 reporter, GFP fluorescence, 18 h; TGF-beta stimulated, 500 pg/mL final; note: potency is the fitted concentration of half-maximal effect; % is set by controls: 0 for no effect and ±100 for the full control effect; nearly all actives have a fitted effect of over 65% in size
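Read-out: total well GFP (ex488/em500-530) summed from mean per-cell fluorescence. Cells: HEPG2 CAGA-GFP, 1% FBS DMEM, 18 h at 37 degrees C with 500 pg/mL final TGF-beta. Unstimulated wells served as the full-inhibition control; stimulated DMSO wells = 0%.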
Nrf2 activator: activates Nrf2 signaling; AID 624171; Potency, µM (titrated, usually from 46.1 µM), for the others: at the top dose activation, actives largely listed as activators; 410,000 tested, 0.31% active; AREc32 ARE-luciferase reporter (MCF7-derived line), luminescence, 24 h; note: potency is the fitted concentration of half-maximal effect; % of control where 0% means no effect; nearly all actives have a fitted effect of over 65% in size
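AREc32 cells carrying an ARE-driven firefly luciferase reporter were seeded at 1000 cells/well in OPTI-MEM with 5% FBS, then exposed to compound for 24 hr at 37 deg C. Luminescence was read with Steady-Glo after 30 min at RT.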
HepG2 viability: HepG2 cytotoxicity, counter-screen for TGF-b inhibitors; HepG2 CAGA-GFP viability, ATP luminescence, 18 h; 410,000 tested, 0.76% active; Potency, µM (titrated, usually from 46.1 µM), for inactives: at the highest dose activity change, negative = cytotoxicity, usual class: cytotoxic; AID 588856; note: potency is the fitted concentration of half-maximal effect; some results filed as inactive show a strong effect at the top dose
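HepG2 CAGA-GFP cells (1000/well, DMEM with 1% FBS) received compound, then TGF-beta at 500 pg/mL final, and were incubated 18 hours at 37 degrees C. Viability was read by CellTiter-Glo luminescence. Media-only wells were set as complete cell-killing and DMSO as no toxicity.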
MCF10A rerep: DNA re-replication induction in MCF 10a cells; MCF 10A DNA re-replication, Hoechst nuclear intensity, 48 h; Potency, µM (series often up to 46.1 µM), for inactives: top-dose activity, positive = re-replication, usual class: activators; AID 624296; 350,000 tested, 2.9% active; note: potency is the fitted concentration of half-maximal effect; % of control where 0% means no effect; nearly all actives have a fitted effect of over 50% in size
ATXN2 expr inh: reduces ATXN2 reporter expression in HEK-293 cells. 360,000 tested, 0.72% active. HEK-293 ATXN2-luciferase reporter, luminescence, 24 h. Potency, µM (highest dose often 57 µM), without a hit: at the highest dose activity change, negative = inhibition, hits mostly inhibitors; note: potency is the fitted concentration of half-maximal effect; % is set by controls: 0 for no effect and ±100 for the full control effect; nearly all actives have a fitted effect of over 55% in size
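ATXN2-luciferase reporter cells (luciferase flanked by upstream and downstream ATXN2 gene portions) were treated 24 h at 37 °C with compounds at up to 57 uM. SteadyGlo luminescence gave expression; GF-AFC fluorescence gave viability.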
S2 tox: viability counter-screen for ATXN expression inhibitors; Potency, µM (series often up to 56.7 µM), hits mostly cytotoxic; AID 651635; 400,000 tested, 0.49% active; S2 cells (HEK-293 line with an ATXN2-luciferase reporter) viability, CellTiter-Fluor protease fluorescence, 24 h; note: potency is the fitted concentration of half-maximal effect; nearly all actives have a fitted effect of over 40% in size
A549 tox: counter-screen for Nrf2 inhibitors: cytotoxicity in A549 cells. A549 ARE-Fluc cells, CellTiter-Fluor viability, 18-24 h. Potency, µM (series often up to 46 µM), for inactives: at the top dose activity change, negative = cytotoxicity, most hits filed as inhibitors. 390,000 tested, 0.16% active; note: potency is the fitted concentration of half-maximal effect; % is set by controls: 0 for no effect and ±100 for the full control effect
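A549 ARE-Fluc cells in 5% FBS OPTI-MEM, 5000 cells/well, rested 2 h then exposed to compounds in concentration-response for 18-24 h at 37 °C. Viability by CellTiter-Fluor fluorescence (Ex 405/Em 525) after 30 min; luciferase luminescence (BugLite, 15 min, RT) read afterwards.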
* = called active by the depositor; i = inactive; ? = inconclusive; / = not tested or not shown; & = joins results of further samples; [ ] = dose if it differs, or a comment. Unless noted, calls come from the whole dose curve; as a rule, active = well fitted curve in the direction sought with a large enough effect; inconclusive = small, poorly fitted or top-dose-only effect, or another doubt; inactive = no such curve, though single readings can be large; an effect the other way counts as inactive or inconclusive.

[1] O=C1CCNc2c(Cl)cc(Cl)cc21
[2] CCOC(=O)c1c(C)[nH]c(C)c1S(=O)(=O)N(C)CC(=O)Nc1ccccc1
[3] CCS(=O)(=O)Nc1cccc(C2=NN(S(=O)(=O)c3ccccc3)C(c3cccs3)C2)c1 (stereo not given)
[4] CCC(C(=O)OCC(=O)Nc1ccc2[nH]c(=O)[nH]c2c1)c1ccccc1 (stereo not given)
[5] O=C(Cc1cccs1)N1CCC(c2nc3c(nnn3Cc3ccc(F)cc3)c(=O)[nH]2)CC1
[6] CC1(Cc2ccccc2Cl)C(=O)Nc2ccc(OC(F)(F)F)cc21 (stereo not given)
[7] COc1ccc(N2C(=NC(=O)C3CCCCC3)SC3CS(=O)(=O)CC32)c(OC)c1 (stereo not given)
[8] O=C(CN1CCN(c2cccc(C(F)(F)F)c2)CC1)N(C1CC1)C1CCS(=O)(=O)C1 (stereo not given)
[9] O=C(O)COc1ccc(NC(=O)c2ccc(NC(=O)c3ccco3)cc2)cc1
[10] CCCC(=O)N(CCN1CCOCC1)c1nc2c(OC)ccc(C)c2s1
assay / entry	1	2	3	4	5	6	7	8	9	10
HepG2 viability	-71%	-13%	-6%	-5%	-19%	-90%	0%	7%	-3%	-22%
A549 tox	1%	0%	-15%	-5%	-8%	/	11%	-6%	-13%	3%
MCF10A rerep	0%	-2%	?	10%	3%	/	3%	-1%	0%	11%
S2 tox	i	?	i	i	i	?	i	i	i	i
TGFb inhibitor	?	-2%	5%	0%	-24%	11µM*	20%	6%	8%	-17%
Nrf2 activator	2.7%	-0.5%	0.6%	0.4%	-0.7%	0.1%[9.22 µM]	-0.5%	-1.5%	-0.2%	-0.5%
Nrf2 block	-7%	0%	?	3%	-15%	/	5%	20%	-13%	1%
IL-1B inflam inh	23	8	-3	-3	6	-10	-15	0	27	-18
ATXN2 expr inh	-9%	/	-2%	2%	-5%	?	8%	-14%	-12%	4%

Copied from above, 4 compounds:
[7] COc1ccc(N2C(=NC(=O)C3CCCCC3)SC3CS(=O)(=O)CC32)c(OC)c1 (stereo not given)
[8] O=C(CN1CCN(c2cccc(C(F)(F)F)c2)CC1)N(C1CC1)C1CCS(=O)(=O)C1 (stereo not given)
[9] O=C(O)COc1ccc(NC(=O)c2ccc(NC(=O)c3ccco3)cc2)cc1
[10] CCCC(=O)N(CCN1CCOCC1)c1nc2c(OC)ccc(C)c2s1
assay / entry	7	8	9	10
HepG2 viability	0%	7%	-3%	-22%
A549 tox	11%	-6%	-13%	3%
MCF10A rerep	3%	-1%	0%	11%
S2 tox	i	i	i	i
TGFb inhibitor	20%	6%	8%	-17%
Nrf2 activator	-0.5%	-1.5%	-0.2%	-0.5%
Nrf2 block	5%	20%	-13%	1%
IL-1B inflam inh	-15	0	27	-18
ATXN2 expr inh	8%	-14%	-12%	4%

Additional structures
[11] COc1cc(N)n(S(=O)(=O)c2ccc(C)cc2)n1
[12] Cc1cc(NC(=O)c2ccc(C#N)cc2)n(-c2ccccn2)n1
[13] COc1ccc(NC(=O)COC(C)=O)cc1OC
[14] COc1ccc(N2CCN(S(=O)(=O)CCNC(=O)C3CCCCC3)CC2)cc1
[15] COc1ccc(F)cc1S(=O)(=O)Nc1ccc(C)cc1
[16] CS(=O)(=O)c1ccc(NC(=O)CCN2C(=O)C3CC=CCC3C2=O)cc1 (stereo not given)
[17] Oc1cccnc1CCc1ccccc1
[18] Cc1cccc(NC(=O)COc2ccc(-c3nn(C)c(=O)c4ccccc34)cc2)c1
[19] CCOC(=O)Nc1cccc(NC(=O)c2cc(OC)cc(OC)c2)c1
[20] Cc1ccccc1NC(=O)c1sc(NC(=O)C2CC2)nc1C
assay / entry	11	12	13	14	15	16	17	18	19	20
HepG2 viability	-14%	-11%	7%	-10%	-30%	8%	0%	-3%&-28%	-1%	-9%
A549 tox	-2%	7%	-1%	0%	1%	-4%	-7%	?	-11%	-7%
MCF10A rerep	-7%	0%	-11%	0%	2%	1%	-18%	?	-1%	14%
S2 tox	i	i	i	i	i	i	i	?	i	?
TGFb inhibitor	1%	-8%	4%	-5%	-18%	22%	-1%	?	6%	?
Nrf2 activator	0.4%	1.2%	0.1%	-1.0%	-0.3%	-0.1%	-0.2%	-2.7%&2.5%	0.4%	0.0%
Nrf2 block	0%	4%	-2%	-3%	/	1%	9%	23µM*	-16%	2%
IL-1B inflam inh	40	0	0	9	9	-6	-3	-52*	-20	6
ATXN2 expr inh	10%	-22%[11.3 µM]	/	-5%	-13%	4%	13%	?	-5%	-1%

[21] CC(C)NC1(C(N)=O)CCN(Cc2ccccc2)CC1
[22] COC(=O)[C@@H](NC(=O)NCc1ccccc1F)C(C)C
[23] Cc1ccc(NC2CCCN(C(=O)c3ccnc(Cl)c3)C2)cc1C (stereo not given)
[24] CC1CCC(NC(=O)CN(C)S(=O)(=O)c2cccc3cccnc23)CC1 (stereo not given)
[25] OC(COCc1ccccc1)CN1CCCC1 (stereo not given)
[26] CCN(CC)S(=O)(=O)c1ccc(OC)c(NC(=O)c2sc3ccccc3c2Cl)c1
[27] CCc1ccc(NC(=O)C2CCN(C(=O)N3CC(CC)Oc4ccccc43)CC2)cc1 (stereo not given)
[28] CCOC(=O)C1CCN(C2CCN(C(=O)c3oc4c(F)cccc4c3C)CC2)CC1
[29] Cc1ccc(C(=O)NC(C)c2ccc(-n3ccnc3)cc2)o1 (stereo not given)
[30] CCC(=O)NC(c1ccc(OC)c(OC)c1)c1cc(Cl)c2cccnc2c1O (stereo not given)
assay / entry	21	22	23	24	25	26	27	28	29	30
HepG2 viability	-10%	-13%	5%	2%	-18%	2%	-23%	-27%	4%	-1%&-23%
A549 tox	2%	1%	0%	0%	-7%	-4%	-1%	1%	-7%	?
MCF10A rerep	-1%	-9%	1%	9%	9%	/	/	12%	1%	?
S2 tox	i	i	i	i	i	i	/	i	i	/
TGFb inhibitor	10%	-36%	11%	?	7%	3%	0%	0%	1%	?
Nrf2 activator	0.3%	0.3%	-0.3%	-0.1%	0.3%	-0.6%	-0.3%	0.1%	-0.4%	0.6%
Nrf2 block	-10%	2%	3%	?	7%	10%	-17%	1%	-3%	5.8µM*
IL-1B inflam inh	9	10	19	-4	5	/	/	-13	-18	-5
ATXN2 expr inh	2%	0%	3%	/	5%	7%	/	-3%	-6%	?

[31] CCC(C)c1ccc(OCc2ccc(C(=O)OC)o2)cc1 (stereo not given)
[32] CN(CC(=O)Nc1ccc(Cl)cc1)C(=O)CCc1nc2sc3c(c2c(=O)[nH]1)CCCC3
[33] CC(=O)Nc1ccc(S(=O)(=O)Nc2cccc(NC(=O)C(C)(C)C)c2)cc1
[34] Cc1cn2c(nc1=O)OC1CC2OC1CO (stereo not given)
[35] CC1(C)CC(=O)c2cnc(N3CCc4ccccc4C3)nc2C1
[36] O=C(c1ccc(N2CCC3(CC2)OCCO3)c([N+](=O)[O-])c1)N1CCOCC1
[37] O=C(COc1ccccc1)Nc1nonc1NC(=O)COc1ccccc1
[38] C[C@H](CO)N1C[C@H](C)[C@H](CN(C)Cc2cccc(O)c2)OCc2ccccc2-c2c(n(C)c3ccccc23)C1=O
[39] Oc1ccc2ccccc2c1C=NCc1cn2ccsc2n1
[40] O=C(Nc1ccc(Br)cc1Br)C1CC(=O)N(Cc2ccccc2)C1 (stereo not given)
assay / entry	31	32	33	34	35	36	37	38	39	40
HepG2 viability	-26%	-41%	0%	0%	-2%	-9%	1%	-109%	-6%	-49%
A549 tox	0%	-13%	-7%	5%	-13%	-12%	-4%	/	2%	0%
MCF10A rerep	3%	18µM*	6%	-1%	14%	-2%	-3%	/	12%	7%
S2 tox	i	?	i	i	i	i	i	?	i	i
TGFb inhibitor	-4%	-13%	2%	-2%	-12%	-23%	-16%	?	2%	?
Nrf2 activator	-1.0%	5.2%	0.2%	-0.3%	5.5%	-0.2%	0.3%	-1.3%	4.4%	2.9%
Nrf2 block	?	?	?	11%	?	2%	20%	/	23%	3%
IL-1B inflam inh	14	45	3	37	5	-5	-10	-11	54	-56*
ATXN2 expr inh	89%[activator]	?	-15%	/	77%[activator]	17%	5%	?	-9%	-1%

[41] CCC(C)N(C(=O)Cn1nc(C)c([N+](=O)[O-])c1C)C1CCS(=O)(=O)C1 (stereo not given)
[42] O=C(c1ccc(F)cc1)N1CCN(c2ccccn2)CC1
[43] CCC1CCCCN1CCCNC(=O)c1ccc2c(c1)NC(=O)CN2C (stereo not given)
[44] CC[C@H](CO)NCCN[C@H](CC)CO
[45] COc1ccc(CNC(=O)CCC(=O)N2CC(C)Oc3ccccc32)cc1 (stereo not given)
assay / entry	41	42	43	44	45
HepG2 viability	8%	-5%	3%	-14%	-17%
A549 tox	-3%	1%	-2%	-1%	5%
MCF10A rerep	2%	-12%	-4%	?	-1%
S2 tox	i	i	i	i	i
TGFb inhibitor	?	-1%	-1%	1%	0%
Nrf2 activator	-0.7%	-0.2%[9.22 µM]	0.2%	0.2%	-0.7%
Nrf2 block	4%	3%	2%	13%	10%
IL-1B inflam inh	6	21	-1	14	-3
ATXN2 expr inh	5%	7%	3%	-5%	1%

Screens: PubChem, National Center for Advancing Translational Sciences (NCATS)
